# KCNH2 WT inh = qHTS for Inhibitors of KCHN2 3.1: Wildtype qHTS. U2OS, BacMam KCNH2, thallium flux FluxOr; stronger effect = lower value. activity change, % at 1.84 µM. actives 0.37% (n = 340,000);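 active means maximum activity change below -70%; inconclusive means maximum activity change between -70% and -50%; inactive means maximum activity change above -50%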
# Target sequence (Q12809 whole entry, looked up): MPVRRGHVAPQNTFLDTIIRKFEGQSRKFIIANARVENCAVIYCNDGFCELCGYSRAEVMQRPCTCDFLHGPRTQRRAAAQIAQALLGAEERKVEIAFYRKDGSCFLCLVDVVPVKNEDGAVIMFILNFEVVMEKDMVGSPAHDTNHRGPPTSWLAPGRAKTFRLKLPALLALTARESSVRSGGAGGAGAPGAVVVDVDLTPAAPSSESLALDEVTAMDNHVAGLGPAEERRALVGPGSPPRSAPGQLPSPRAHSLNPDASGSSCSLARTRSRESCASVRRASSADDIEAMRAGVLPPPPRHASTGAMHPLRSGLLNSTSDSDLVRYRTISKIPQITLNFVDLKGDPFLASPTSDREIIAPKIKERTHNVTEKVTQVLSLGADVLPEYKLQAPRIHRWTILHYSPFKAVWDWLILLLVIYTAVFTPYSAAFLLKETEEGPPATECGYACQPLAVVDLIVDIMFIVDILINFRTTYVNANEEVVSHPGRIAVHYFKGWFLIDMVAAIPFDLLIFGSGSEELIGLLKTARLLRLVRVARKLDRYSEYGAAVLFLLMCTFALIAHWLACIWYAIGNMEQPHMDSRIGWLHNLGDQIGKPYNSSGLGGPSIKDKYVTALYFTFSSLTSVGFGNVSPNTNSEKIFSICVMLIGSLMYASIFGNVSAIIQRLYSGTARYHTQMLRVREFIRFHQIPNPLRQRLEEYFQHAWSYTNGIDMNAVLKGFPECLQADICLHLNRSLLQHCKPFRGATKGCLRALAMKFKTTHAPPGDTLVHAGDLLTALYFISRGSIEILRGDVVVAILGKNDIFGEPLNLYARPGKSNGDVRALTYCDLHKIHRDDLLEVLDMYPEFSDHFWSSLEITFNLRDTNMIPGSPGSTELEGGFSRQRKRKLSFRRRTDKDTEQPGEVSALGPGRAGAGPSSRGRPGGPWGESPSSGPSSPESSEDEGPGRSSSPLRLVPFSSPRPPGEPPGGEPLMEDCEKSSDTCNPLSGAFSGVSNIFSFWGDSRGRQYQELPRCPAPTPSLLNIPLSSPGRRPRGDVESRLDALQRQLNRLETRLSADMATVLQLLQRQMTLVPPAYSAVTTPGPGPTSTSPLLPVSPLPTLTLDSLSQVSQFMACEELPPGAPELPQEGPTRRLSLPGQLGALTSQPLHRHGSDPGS
#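 U2OS cells were transduced with wild-type KCNH2 virus (2.03 x 10^8 / mL) for 4 h at room temperature, then cultured overnight at 37 C. Thallium flux was read with FluxOr dye. Rate constants were normalized to DMSO controls.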
# KCNH2 3.1 inh = qHTS for Inhibitors of KCHN2 3.1: Mutant qHTS. activity change, % (tested at about 1.8 µM). Potassium voltage-gated channel subfamily H member 2, brain isoform KCNH2 3.1 (human). actives 0.95% (n = 340,000). U2OS KCNH2 3.1, thallium flux FluxOr; stronger effect = lower value;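 active means maximum activity change below -70%; inconclusive means maximum activity change from -70% to -50%; inactive means maximum activity change above -50%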;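 further: thallium influx rate constant from kinetic fluorescence after stimulation buffer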
#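 Channel expression came from 3.1 mutant virus (1.77 x 10^8 /mL) applied to suspended U2OS cells for 4 h. Flux was tracked with FluxOr dye plus Red40 quencher, and kinetic rate constants normalized to controls.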
# Giardia kill = Small Molecules that selectively kill Giardia lamblia: qHTS | Giardia lamblia trophozoite viability | activity change, % at 7.66 µM, hits read low | actives 0.15% (n = 340,000) | AID 540267, 2011; in the data active means activity change below about -80%; inconclusive means between about -30% and that limit;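 further: parasites exposed to compound for two days anaerobically before the ATP read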
#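 Luminescence from cellular ATP indicates surviving trophozoites (100 cells/well) following 48 hrs anaerobic compound treatment at 37 deg C; signal develops 15-30 min at room temperature.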
# Active calls of the source: *; ? = inconclusive; [ ] = dose if it differs, or a comment. On the % scale 0 is the no-effect control and ±100 the full control effect. These rows are one share of the data; count on the stated rates, not on these rows.
SMILES,KCNH2 WT inh,KCNH2 3.1 inh,Giardia kill
CC1CC(C)(C)CC2(C1)NC(=O)N(CC(=O)Nc1cc(C(F)(F)F)ccc1N1CCCCC1)C2=O (stereo not drawn),-14.3,-13.0,9.8
Oc1cc(O)cc(-c2cc3ccc(O)cc3o2)c1,-2.9,16.5,4.1
COc1cc(Br)cc(C(c2c(C)n(C)n(-c3ccccc3)c2=O)c2c(C)n(C)n(-c3ccccc3)c2=O)c1O,-0.1,2.0,0.0
CC(=O)Nc1c(Cl)cc2c(c1Cl)Cc1ccccc1-2,20.3,-3.5,7.0
c1ccc2c(c1)nc1n2CCC1,-7.9,5.6,44.4[activator]
O=C1C=CC2(O[C@H](c3ccccc3)[C@@H](c3ccccc3)O2)[C@H](Sc2ccccc2O)C1,-5.7,-21.4,9.0
CCN(CC)c1cc(CS(=O)c2ccccc2)nc(-c2ccccc2)n1 (stereo not drawn),-4.3,2.0,-4.9
CSc1nc2[nH]c(=O)[nH]c2c(=O)[nH]1,4.9,-5.8,4.6
CON(C)C(=O)/C=C/c1ccc([B-](F)(F)F)cc1,0.1,-1.9,8.1
CCN(CC)S(=O)(=O)c1ccc(OC)c(NC(=O)c2ccc(OC)c([N+](=O)[O-])c2)c1,15.0,-1.1,14.4
CCCCNC1(C#N)CCN(Cc2ccccc2)CC1,-3.8,4.8,-4.8
CC(=O)Nc1cc2c(cc1Br)-c1ccccc1C2,26.5,4.4,9.3
O=C1CN(N=Cc2ccco2)C(=O)N1,3.0,-2.9,7.2
CC(=O)Nc1ccc(NCc2ccc(-c3ccccc3)cc2)cc1,-10.4,-3.5,3.0
Cn1c(=O)[nH]c(N)c(Br)c1=O,2.9,-0.2,6.0
CC(C)c1ccc(C(C(C(=O)c2ccccc2)N2CCOCC2)N2CCOCC2)cc1 (stereo not drawn),1.4,-4.9,-24.7
Cc1nn(-c2ccc(Cl)cn2)c2c1C(=O)CC(C)(C)C2Br (stereo not drawn),-4.4,0.3,7.8
CN(C(=O)c1cccc(NC(=O)Cc2cccc(NC(=O)C3CCN(S(=O)(=O)c4cccc([N+](=O)[O-])c4)CC3)c2)c1)C1CC1,-21.7,-18.3,8.6
O=C(c1cccc(Cl)c1)N1CCC2CC1c1cc(N3CCOCC3)ccc12 (stereo not drawn),6.0,2.7,11.4
O=C1c2c(Cl)c(Cl)c(Cl)c(Cl)c2C(=O)N1c1nccs1,1.0,-8.6,-6.5
COc1ccc(NC(=O)[C@@H]2CC=C[C@@H]3CCN(Cc4ccccc4)C(=O)[C@@H]32)cc1,-5.0,1.7,8.6
N#C/C(=C/c1ccc(-c2ccc([N+](=O)[O-])cc2)o1)C(=O)Nc1nc(-c2cccs2)cs1,-1.9,-12.5,-7.4
Cn1c(=O)c2c(nc(OC3CCCCCC3)n2C)n(C)c1=O,-6.6,2.7,-2.7
O=C(NNC(=O)C1CC=CCC1)c1cccc(Br)c1 (stereo not drawn),0.2,-25.5,-8.9
COc1ccc(C(=O)NCCCCc2ccccc2)cc1,3.4,-4.7,4.5
COc1cc(OC)c(C(=O)Nc2ncn[nH]2)cc1OC,-1.2,-8.2,0.1
CCOc1nc(-c2ccccc2)ncc1Oc1ccccc1,9.2,-0.8,4.6
c1ccc2sc(N3CCCCC3)nc2c1,-4.9,-7.5,-7.8
CC(C)=CCc1ccc(O)c(=O)cc1C(C)C,-13.9,-0.4,-23.4
COc1ccc(/C=C2/CSC/C(=C/c3ccc(OC)c(OC)c3)C2=O)cc1OC,-3.8,1.2,-21.5
CC(=NNC(=O)c1ccncc1)c1ccccc1Cl,4.4,19.8,-7.6
O=C(CN1C(=O)C2C3C=CC(C3)C2C1=O)OCC(=O)c1ccc(Cl)c([N+](=O)[O-])c1 (stereo not drawn),-9.2,3.1,5.2
Cc1ccccc1-c1nc2ccccc2c(=O)n1/N=C/c1ccc([N+](=O)[O-])cc1,-5.8,2.9,-6.8
Cc1ccccc1Cn1c(=O)c2c(nc3n2CCCN3Cc2ccccc2)n(C)c1=O,3.8,-3.0,4.9
Cc1ccc(S(=O)(=O)N2CCN(C(=O)c3cc(S(=O)(=O)N4CCOCC4)ccc3Cl)CC2)c(C)c1,14.5,7.9,7.0
Cc1cc(OCc2nc(N)nc(N)c2-c2ccc(Cl)c(Cl)c2)ccc1[N+](=O)[O-],-3.0,-34.7,3.5
COc1ccc(OC)c(CN2CCN(C(=O)c3ccc(C)c(S(=O)(=O)Nc4ccccc4OC)c3)CC2)c1,-4.1,-11.6,-11.2
COc1cc(C(=O)NC2CCN(C)CC2)ccc1Nc1ncc2c(n1)N(CCc1ccccc1)CCC(=O)N2C,12.3,5.5,40.8[activator]
Nc1ccc2c(c1)C(=NO)c1cc([N+](=O)[O-])ccc1-2,-3.1,-12.2,9.0
CC(=O)N1CCN(S(=O)(=O)c2cccc(C(=O)OCC(=O)Nc3c(Cl)cccc3C(F)(F)F)c2)CC1,-2.3,5.1,-7.3
CC(C)N1CCN(S(=O)(=O)c2ccccc2)c2ccccc21,-0.1,10.9,-19.5
CSc1ccc(C2NN=C(c3ccccc3)S2)cc1 (stereo not drawn),-4.2,-1.5,?
O=c1ccn([C@@H]2O[C@H](CNCc3ccc(-n4cccn4)cc3)[C@@H](O)[C@H]2O)c(=O)[nH]1,-14.7,9.1,1.4
CN(C)C(=O)c1ccc(-c2nnc(OCc3nc4ccccc4n3C)c3ccccc23)cc1,-8.7,8.1,?
O=C1CC(=C2c3ccccc3-c3ccccc32)C(=O)N1CCN1CCN(c2ccccc2)CC1,18.8,2.5,16.4
O=C(N/N=C/c1ccc(Cl)c([N+](=O)[O-])c1)c1ccc2c(c1)OCCO2,6.9,5.0,-21.2
Cc1c(C(c2cc(O)ccc2O)c2c(C)n(C)n(-c3ccccc3)c2=O)c(=O)n(-c2ccccc2)n1C,13.0,-2.7,30.0[activator]
O=C1CCN(Cc2ccccc2)C=C1C(=O)c1ccccc1,-18.7,-9.6,-10.7
O=C1c2[nH]c(=O)[nH]c(=O)c2CN1Cc1ccccc1,9.8,7.8,-16.8
O=C(OCc1cc(=O)c(OC(=O)c2ccccc2)co1)c1ccccc1,-1.2,3.3,2.1
CCN1CCN(S(=O)(=O)c2ccc(Cl)c(C(=O)N(CCc3ccccc3)Cc3ccccc3)c2)CC1,-3.6,-18.0,3.2
NC(=S)NN=C1CCC2(CCCCC2)CC1,-9.9,1.8,-5.0
Cc1ccc(-c2nnc(N3CCN(C(=O)CN4C(=O)c5ccccc5C4=O)CC3)c3ccccc23)cc1,-1.8,1.3,6.1
COc1ccc(-n2nc(C(=O)N3CCC(C#N)CC3)c3c4ccccc4n(C)c3c2=O)cc1,11.9,0.9,0.0
CC(C)NC1(C(N)=O)CCN(Cc2ccccc2)CC1,8.3,15.4,-18.4
COC(=O)C1=C[C@@H](C(=O)OC)[C@@H]2C3=C(C(=O)[C@]2(CC(C)C)NC(=O)c2ccccc2)[C@H](C)n2c(=O)n(-c4ccccc4)c(=O)n2[C@@H]3C1,-2.4,-3.1,-8.3
O=S(=O)(NCc1ccc2c(c1)OCO2)c1ccc2oc3ccccc3c2c1,13.6,-9.4,16.9
Cn1c(=O)n(CC(=O)OCc2ccccc2)c(=O)c2c1nc1n2CCCN1C1CCCCC1,14.3,10.2,5.9
Cc1cc(C)cc(NC(=S)N2CCC(C(=O)c3ccc(F)cc3)CC2)c1,3.2,-9.1,1.6
CC(C)=CCNc1ncnc2c1c(C#N)cn2C1OC(CO)C(O)C1O (stereo not drawn),2.5,10.6,27.2

# (cont.)
SMILES,KCNH2 WT inh,KCNH2 3.1 inh,Giardia kill
C=CCn1c(C)cc(-c2csc(NC(=O)C3CCN(c4ncnc5sc(C)c(C)c45)CC3)n2)c1C,0.2,25.8,4.3
CCC1NC(=O)c2ccccc2N1c1cccc(Cl)c1 (stereo not drawn),1.7,7.5,7.9
COc1ccc(-c2ccc3c(c2)C2CC3CCN2)cc1 (stereo not drawn),-13.0,-5.7,-22.9
c1cn(CCCNC2CCCCCCC2)cn1,0.3,1.4,-16.3
Clc1ccc(-c2nnc(-c3cccc4ccccc34)o2)cc1,2.4,-20.6,?
Cc1cccc(-c2c3c(=O)n(C)c(=O)n(C)c3cn2-c2ccc(O)cc2)c1,-0.4,13.2,20.6
CCOC(=O)Nc1ccc2c(COC(=O)CN(C)S(=O)(=O)c3ccc(C)cc3)cc(=O)oc2c1,4.2,-5.5,-16.7
CCCn1c(SCC(=O)N(CC)c2c(N)n(Cc3ccccc3)c(=O)[nH]c2=O)nnc1-c1ccncc1,-26.9,0.2,11.9
CN(C)Cc1ccccc1Sc1ccc2c(c1)CCCC2,18.9,6.5,-20.2
O=C(Nc1cccc(C(=O)O)c1)/C(=C/c1cccc([N+](=O)[O-])c1)NC(=O)c1cccc(Br)c1,-8.4,14.7,?
Cc1c(O)c2ccccc2n(-c2ccccc2)c1=O,-4.8,3.2,-12.0
O=c1cc(Cc2ccc([N+](=O)[O-])cc2)[nH]c(=O)[nH]1,-2.8,9.4,-4.5
C#CCN1C=CC(=O)[C@@H](OC(=O)Nc2ccc(C)cc2)[C@H]1c1ccccc1Br,3.2,5.1,-2.2
COCC(=O)N1C[C@H]2CON(C)[C@H]2C[C@H]1c1cccc(-c2ccc(C#N)cc2)c1,-7.5,-5.8,12.1
COC(C/C=C\[C@H](O)[C@@H](C)OCc1ccccc1)OC,-6.8,3.7,20.6
CN1OC[C@@H]2CN(Cc3ccccc3)[C@H](c3cccc(-c4ccc(C#N)cc4)c3)C[C@@H]21,-1.0,-16.2,-26.8
O=C(NN=Cc1ccccc1)C(Oc1ccccc1)c1ccccc1 (stereo not drawn),-2.7,-40.9,-20.2
COc1ccc(CCNC(=O)c2cc3cc(F)ccc3nc2C)cc1OC,-20.8,7.3,-19.5
CN(C(=O)c1ccc(NC(=O)Cc2cccc(NC(=O)C3CCN(C(=O)c4ccccc4)CC3)c2)cc1)C1CC1,8.4,54.0,?
Cc1ccc(-c2csc(NCCc3nc4cc(Cl)c(Cl)cc4n3CCOCCO)n2)cc1,1.6,1.4,-0.8
CC(CCc1ccccc1)NC(=O)C1CCC1 (stereo not drawn),-0.4,6.9,-1.7
CCOc1ccc(-c2nc3c(s2)CCc2onc(-c4ccc(OC)cc4)c2-3)cc1,-2.8,-6.7,1.7
CCN(CC)CCOC(=O)c1ccc(N=CC2=C(O)CC(C)(C)CC2=O)cc1,2.0,15.7,29.0

# Entries listed so far that contain a nitro group on carbon:
SMILES,KCNH2 WT inh,KCNH2 3.1 inh,Giardia kill
CCN(CC)S(=O)(=O)c1ccc(OC)c(NC(=O)c2ccc(OC)c([N+](=O)[O-])c2)c1,15.0,-1.1,14.4
CN(C(=O)c1cccc(NC(=O)Cc2cccc(NC(=O)C3CCN(S(=O)(=O)c4cccc([N+](=O)[O-])c4)CC3)c2)c1)C1CC1,-21.7,-18.3,8.6
N#C/C(=C/c1ccc(-c2ccc([N+](=O)[O-])cc2)o1)C(=O)Nc1nc(-c2cccs2)cs1,-1.9,-12.5,-7.4
O=C(CN1C(=O)C2C3C=CC(C3)C2C1=O)OCC(=O)c1ccc(Cl)c([N+](=O)[O-])c1 (stereo not drawn),-9.2,3.1,5.2
Cc1ccccc1-c1nc2ccccc2c(=O)n1/N=C/c1ccc([N+](=O)[O-])cc1,-5.8,2.9,-6.8
Cc1cc(OCc2nc(N)nc(N)c2-c2ccc(Cl)c(Cl)c2)ccc1[N+](=O)[O-],-3.0,-34.7,3.5
Nc1ccc2c(c1)C(=NO)c1cc([N+](=O)[O-])ccc1-2,-3.1,-12.2,9.0
O=C(N/N=C/c1ccc(Cl)c([N+](=O)[O-])c1)c1ccc2c(c1)OCCO2,6.9,5.0,-21.2
O=C(Nc1cccc(C(=O)O)c1)/C(=C/c1cccc([N+](=O)[O-])c1)NC(=O)c1cccc(Br)c1,-8.4,14.7,?
O=c1cc(Cc2ccc([N+](=O)[O-])cc2)[nH]c(=O)[nH]1,-2.8,9.4,-4.5

# Assay outcomes as filed in PubChem.
